# AMA1 RON2 block – qHTS for Inhibitors of AMA1-RON; Towards Development of Antimalarial Drug Lead: Primary Screen; Plasmodium falciparum AMA1 (3D7) - RON2 peptide interaction; AlphaScreen AMA1-biotinylated RON2 peptide binding; Potency, µM (titrated, usually from 58.2 µM), without a hit: at the top dose activity change, negative = inhibition, actives largely listed as inhibitors; hit rate 0.2% among 360,000;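 note: potency is the fitted concentration of half-maximal effect; 0% = vehicle wells and -100% = peptide control; nearly all actives have a fitted effect of over 45% in size; some results filed as inactive show a strong effect at the top dose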
#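 AMA1 (3D7) with his tag at 25 nM final met compounds first, then biotinylated RON2 peptide at 25 nM; detection used donor plus acceptor beads, 10 µg/mL apiece, read by AlphaScreen after 30 min at room temperature.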
# HCV inhibitor – qHTS Assay for Inhibitors of Hepatitis C Virus (HCV); AID 651820, 2012; Huh7.5.1 HCVcc-Cre infection, luciferase reporter, 44 h; Potency, µM (highest dose often 41.8 µM), without a hit: at the highest dose activity change, negative = inhibition, usual class: inhibitors; hit rate 3.4% among 340,000; note: potency is the fitted concentration of half-maximal effect
#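 Reporter virus HCVcc-Cre (~0.5 moi) infects cells exposed to compound; seeding density 1,000 cells/well with 4 h settling beforehand. Luminescence, 15 sec read, taken 44 h post-infection following a 15 min RT substrate incubation.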
# LmPK inh – qHTS Assay for Inhibitors of Leishmania Mexicana Pyruvate Kinase (LmPK) | Q27686 | purified LmPK, Kinase-Glo ATP luminescence, 1 h | Potency, µM (highest dose often 57.5 µM), without a hit: at the top dose activity change, negative = inhibition, most hits filed as inhibitors | hit rate 0.37% among 290,000 | AID 1721, 2009; note: potency is the fitted concentration of half-maximal effect
# Target sequence (Q27686 whole entry, looked up): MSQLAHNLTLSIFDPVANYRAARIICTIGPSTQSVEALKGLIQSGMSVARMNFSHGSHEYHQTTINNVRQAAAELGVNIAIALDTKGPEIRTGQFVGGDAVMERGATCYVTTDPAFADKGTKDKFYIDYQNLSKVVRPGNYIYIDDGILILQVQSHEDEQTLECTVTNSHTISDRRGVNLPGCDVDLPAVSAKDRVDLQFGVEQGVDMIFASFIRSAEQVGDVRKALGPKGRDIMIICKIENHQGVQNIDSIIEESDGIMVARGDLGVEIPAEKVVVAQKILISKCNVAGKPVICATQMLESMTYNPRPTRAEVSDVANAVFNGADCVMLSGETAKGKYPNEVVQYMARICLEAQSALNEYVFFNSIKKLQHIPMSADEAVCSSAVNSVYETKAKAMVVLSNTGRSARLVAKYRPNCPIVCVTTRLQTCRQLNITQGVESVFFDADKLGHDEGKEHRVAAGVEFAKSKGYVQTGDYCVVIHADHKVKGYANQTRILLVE
#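 qHTS format; LmPK 0.1 nM; substrates PEP 0.5 mM and ADP 0.1 mM. One-hour room-temperature incubation, then coupled luciferase luminescence; 0.5 nM enzyme wells mark activation.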
# HCMV inh – qHTS Assay for inhibitors of the human cytomegalovirus (HCMV); AID 1259415, 2018; hit rate 4.5% among 410,000; activity change, negative = inhibition, % at 57.5 µM; HFF cells, HCMV-luciferase reporter, 72 h; active compounds read low; in the data active = activity change below about -60%; inconclusive = no clear call, values can overlap the other calls; inactive = above about -39%
#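 After 16 h attachment at 37C, HFF cells received test compound and HCMV-luciferase (1 PFU/cell); reporter luminescence read 72 h later, data normalized against buffer-only and known inhibitor Salinomycin.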
# AmpC no deterg – qHTS Inhibitors of AmpC Beta-Lactamase (assay without detergent); AmpC nitrocefin hydrolysis, absorbance 480 nm, 0.0001% Triton; P00811; AID 485341, 2010; hit rate 0.52% among 330,000; Potency, µM (highest dose often 57.1 µM), inactives show at the highest dose activity change, negative = inhibition, actives largely listed as inhibitors;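 note: potency is the fitted concentration of half-maximal effect; plate controls were no compound for no effect and no enzyme for full effect; nearly all actives have a fitted effect of over 20% in size; some results filed as inactive show a strong effect at the top dose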
# Target sequence (P00811 whole entry, looked up): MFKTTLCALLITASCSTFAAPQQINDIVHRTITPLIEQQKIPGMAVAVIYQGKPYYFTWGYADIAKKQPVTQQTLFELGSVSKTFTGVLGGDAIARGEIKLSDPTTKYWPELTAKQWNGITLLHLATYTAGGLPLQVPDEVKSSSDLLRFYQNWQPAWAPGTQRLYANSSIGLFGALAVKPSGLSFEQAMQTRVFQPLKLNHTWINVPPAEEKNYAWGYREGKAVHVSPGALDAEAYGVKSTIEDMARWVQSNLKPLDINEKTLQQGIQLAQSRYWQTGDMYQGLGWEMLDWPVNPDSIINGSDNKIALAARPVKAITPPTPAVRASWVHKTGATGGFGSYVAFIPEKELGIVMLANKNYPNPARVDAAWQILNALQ
#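 AmpC (5.3 nM in the dispensed reagent) in 20 mM phosphate pH 7.0 with 0.01% (detergent screen) or 0.0001% Triton X-100 was preincubated with compounds for 15 min at room temperature. Nitrocefin was then added from an 800 uM solution, and hydrolysis was followed at 480 nm.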
# AmpC detergent – qHTS Inhibitors of AmpC Beta-Lactamase (assay with detergent); P00811; AmpC hydrolysis of nitrocefin, absorbance 480 nm, 0.01% Triton; hit rate 0.041% among 370,000; Potency, µM (top dose mostly 114 µM), without a hit: at the highest dose activity change, negative = inhibition, hits mostly inhibitors; AID 485294, 2010;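 note: potency is the fitted concentration of half-maximal effect; 0% = no-compound wells and -100% = no-enzyme wells; nearly all actives have a fitted effect of over 25% in size; some results filed as inactive show a strong effect at the top dose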
#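 AmpC (5.3 nM in the dispensed reagent) in 20 mM phosphate pH 7.0 with 0.01% (detergent screen) or 0.0001% Triton X-100 was preincubated with compounds for 15 min at room temperature. Nitrocefin was then added from an 800 uM solution, and hydrolysis was followed at 480 nm.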
# Tb PYK inh – qHTS of Trypanosoma Brucei Inhibitors. pyruvate kinase (Trypanosoma brucei), Q57TT1. TbPYK enzyme, Kinase-Glo Plus ATP luminescence, 45 min. hit rate 0.12% among 410,000. Potency, µM (doses to about 76.8 µM), for the others: at the highest dose activity, negative = inhibition, usual class: inhibitors. AID 624173, 2012; note: potency is the fitted concentration of half-maximal effect; nearly all actives have a fitted effect of over 50% in size
#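 Quantitative HTS: titrated library compounds versus trypanosomal pyruvate kinase in TEA buffer (pH 7.2) containing KCl, MgCl2, BSA and Tween-20. Reactions were initiated with ADP, 130 uM final. Kinase-Glo Plus luminescence was read after 45 min at RT.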
# The depositor's hits bear a star; ? = inconclusive; . = no result given; & = joins results of further samples; [ ] = dose if it differs, or a comment. Unless noted, calls come from the whole dose curve; as a rule, active = well fitted curve in the direction sought with a large enough effect; inconclusive = small, poorly fitted or top-dose-only effect, or another doubt; inactive = no such curve, though single readings can be large; an effect the other way counts as inactive or inconclusive. Unless noted, % is set by controls: 0 for no effect and ±100 for the full control effect. Compounds were not picked by outcome (roughly 7.5% active in at least one column).
cpd	compound	Tb PYK inh	LmPK inh	HCMV inh	AmpC no deterg	AmpC detergent	HCV inhibitor	AMA1 RON2 block
1	CS(=O)(=O)N(Cc1ccccc1Cl)c1ccc(C(=O)NCc2ccccn2)cc1	-12%	2%	-22	51%	-8%	9%	53%[activator]
2	O=C(/C=C/c1cccnc1)c1ccc(O)cc1	-5%	-13%	-88*	-4%	1%	-15%	-17%
3	Cc1ccc(-c2noc(-c3c(C)noc3C)n2)cc1	-1%	-3%	174	0%	-1%	16%	20%
4	C[C@H]1CCC[C@]2(O[C@H](CCO)C[C@@H](O)[C@@H]2O)O1	0%	.	4	.	.	10%	-11%
5	O=C1C(Cl)=C(NCC2CCCO2)C(=O)N1C1CCCCC1 (stereo not drawn)	-25%	2%	60	-7%	3%	3%	-3%
6	COc1ccc(CCNC(=O)CSc2ccc3ccccc3c2)cc1OC	0%	4%	-12	-17%	1%	-2%	2%
7	O=C(c1sc2ccccc2c1Cl)N1CCN(c2ccccc2F)CC1	3%	5%	-27	-12%	-10%	19%	-6%
8	Cc1cccc(N2CCN(C(=O)Cn3ncc4c3-c3ccccc3OC4)CC2)c1C	-7%	.	-18	.	5%	.	.
9	CC(C)(C)c1ccc(Cn2nnc3c(=O)[nH]c(C4CCCN(C(=O)c5cccs5)C4)nc32)cc1 (stereo not drawn)	-4%	8%	-23	12%	-13%	-8%	-17%
10	COc1ccc(C(=S)N2CCCCC2)cc1Br	5%	1%	-1	-10%	0%	7%	-5%
11	CCN(C(=O)CSc1nc2ccccc2nc1Cc1cccc(OC)c1)c1cccc(C)c1	2%	.	13	.	21%	.	.
12	COc1cc(C(=O)N2CCN(CCc3ccncc3)CC2)cc(OC)c1OC	-2%	.	40	.	23%	.	.
13	CCOc1ccc(-n2c(=O)[nH]cc(C(=O)N3CCc4ccccc43)c2=O)cc1	0%	-1%	-4	2%	-4%	6%	0%
14	O=C1c2ccccc2NC(c2ccc(-c3ccc(F)cc3)o2)N1O (stereo not drawn)	-4%	.	-23	-27%	2%	.	.
15	CSc1nnc(C)c(/C=C/NOCc2cccc(F)c2)n1	2%	1%	?	5%	0%	?	-2%

# Along the list, quoted from above.
# AmpC detergent for entries 1 to 9: -8%, 1%, -1%, ., 3%, 1%, -10%, 5%, -13%
# LmPK inh for entries 1 to 9: 2%, -13%, -3%, ., 2%, 4%, 5%, ., 8%

# Further results:
cpd	compound	Tb PYK inh	LmPK inh	HCMV inh	AmpC no deterg	AmpC detergent	HCV inhibitor	AMA1 RON2 block
16	O=C(NCC(c1ccco1)N1CCN(c2ccc(F)cc2)CC1)c1cccs1 (stereo not drawn)	0%	.	6	-13%	?	-25%	-16%
17	O=C(CCCOc1ccccc1)Nc1cccc(S(=O)(=O)N2CCOCC2)c1	-3%	.	2	-18%	.	-5%	-13%
18	CCN(CC)Cc1c(C(=O)N/N=C/c2ccc(OCc3ccccc3C)cc2)nnn1-c1nonc1N	-1%	-3%	3	2%	1%	-22%	-5%
19	CCOC(=O)c1cnc2nc(NCc3cccc(Br)c3)[nH]n2c1=O	0%	.	8	.	12%	.	.
20	C[C@H](NC(=O)c1ncn2c1C(=O)NC[C@@H]2C)C(=O)OC(C)(C)C	1%	.	-21	.	.	.	52%[activator]
21	O=C1CCC(c2ccccc2)=NN1Cc1c(F)cccc1Cl	-2%	2%	-34	-7%	4%	27%	12%
22	CCN(CC)c1ccc2c(-c3ccc(S(=O)(=O)O)cc3S(=O)(=O)[O-])c3ccc(=[N+](CC)CC)cc-3oc2c1	-23%	?	.	-24%	0%	15%	14µM*
23	CN(CC(=O)Nc1ccc(F)c(F)c1)S(=O)(=O)c1cccs1	0%	3%	-19	-28%	0%	-18%	-6%
24	COc1ccc2c(C)cc(SCC#N)nc2c1	-4%	2%	-10	-20%	-7%	?	15%
25	CC(=O)Nc1ccc(C(=O)N(C2=NC(C)CS2)c2ccc(Cl)cc2)cc1 (stereo not drawn)	-7%	-9%	-36	104%[activator]	-2%	-5%	6%
26	CCOC(=O)c1c(C)n(C)c2ccc(O)c(CN3CCC(C)CC3)c12	-8%	4%	.	-7%	-13%	?	-5%
27	CC(=O)Nc1ccc(S(=O)(=O)C(C#N)c2nc3ccccc3nc2NCCO)cc1 (stereo not drawn)	4%	5%	2	-32%	9%	13%	-18%
28	COc1ccc(S(=O)(=O)N(C)C[C@H]2OCc3cnnn3CCCC(=O)N([C@H](C)CO)C[C@@H]2C)cc1	4%	.	5	.	.	.	13%
29	CCC(=O)Nc1ccc(C(=O)CSc2nc(N)cc(N)n2)cc1	-5%	-8%	-36	-26%	5%	20%	3%
30	O=S(=O)(c1cccc(C(F)(F)F)c1)c1ccc(O)cn1	1%	.	-30	.	.	-8%	-2%

# Among those listed so far, these contain a furan ring, fused or not:
cpd	compound	Tb PYK inh	LmPK inh	HCMV inh	AmpC no deterg	AmpC detergent	HCV inhibitor	AMA1 RON2 block
14	O=C1c2ccccc2NC(c2ccc(-c3ccc(F)cc3)o2)N1O (stereo not drawn)	-4%	.	-23	-27%	2%	.	.
16	O=C(NCC(c1ccco1)N1CCN(c2ccc(F)cc2)CC1)c1cccs1 (stereo not drawn)	0%	.	6	-13%	?	-25%	-16%

# By substructure, the compounds so far containing two or more sulfur atoms.
cpd	compound	Tb PYK inh	LmPK inh	HCMV inh	AmpC no deterg	AmpC detergent	HCV inhibitor	AMA1 RON2 block
22	CCN(CC)c1ccc2c(-c3ccc(S(=O)(=O)O)cc3S(=O)(=O)[O-])c3ccc(=[N+](CC)CC)cc-3oc2c1	-23%	?	.	-24%	0%	15%	14µM*
23	CN(CC(=O)Nc1ccc(F)c(F)c1)S(=O)(=O)c1cccs1	0%	3%	-19	-28%	0%	-18%	-6%

# The listing continues.
cpd	compound	Tb PYK inh	LmPK inh	HCMV inh	AmpC no deterg	AmpC detergent	HCV inhibitor	AMA1 RON2 block
31	CCc1ccc(Nc2nnc(SC(C)C(=O)NC3CC3)s2)cc1 (stereo not drawn)	-7%	.	-18	-9%	.	-3%	1%
32	COc1ccc(C(=O)n2cnc3ccccc32)cc1[N+](=O)[O-]	3%	5%	65	-12%	6%	9%	-4%
33	Cc1coc2c(C)c3oc(=O)c(CCC(=O)NCCc4ccccc4F)c(C)c3cc12	1%	.	-19	.	5%	.	.
34	O=C(c1cc(-c2ccccc2Cl)on1)N1CCN(C(=O)c2ccco2)CC1	-14%	1%	44	19%	1%	16%	-4%
35	CCOC(=O)N1CCC(NC(=O)Cn2cc3c(n2)CCCC3)CC1	-5%	1%	7	2.8µM*	?	9%	-19%
36	Nc1ccccc1C(=O)N(Cc1ccccc1)Cc1ccccc1	2%	5%	36	-7%	?	-1%	-8%
37	CC(C)[C@@H]1Cc2[nH]c(=O)[nH]c(=O)c2[C@H](c2ccc(F)cc2)O1	1%	.	9	.	.	.	3%
38	COC(=O)c1cc2oc3ccccc3c2n1CC(=O)Nc1ccc(OC)c(OC)c1OC	1%	.	-28	.	16%	.	.
39	COc1ccccc1CNC(=O)CCCOc1cc(=O)n(C)c2ccccc12	4%	4%	244	25%	-10%	-3%	-7%
40	Cc1ccc(S(=O)(=O)N2C[C@H]3n4c(=O)ccc(=O)n4C[C@H](OC(=O)NCc4ccccc4F)[C@@]3(O)C2)cc1	4%	.	-102*	.	.	.	-3%
41	COc1ccc(CN(Cc2cc3cc4c(cc3[nH]c2=O)OCO4)C(=O)NC2CCCCC2)cc1	2%	6%	-31	?	4%	?	-11%
42	CCOc1ccc2c(c1)c1nnc(SCC(=O)NC3CC3)nc1n2C	3%	-2%	-17	-2%	7%	-26%	-8%
43	O=C(Nc1ccccc1)/C(=C/c1ccc(F)cc1)NC(=O)c1ccco1	3%	2%	?	31%	-1%	-5%	0%
44	COc1cccc(CN(CC(=O)NC2CCCCC2)C(=O)c2csnn2)c1	1%	1%	?	9%	3%	-5%	12%
45	Cc1ccc(N(C)C(=O)c2cc(S(=O)(=O)N3CCCC3)cn2C)cc1	-1%	-3%	-5	43%	?	-12%	-4%

# Individual results from the entries so far:
# Result of no. 45 in AmpC no deterg: 43%
# Result of no. 42 in AMA1 RON2 block: -8%
# Result of no. 35 in AmpC no deterg: 2.8µM*

# (next part)
cpd	compound	Tb PYK inh	LmPK inh	HCMV inh	AmpC no deterg	AmpC detergent	HCV inhibitor	AMA1 RON2 block
46	Cc1cc(C)c(C)c(OCCCn2ccnc2)c1	16%	1%	-1	0%	-17%	?	-14%
47	C=CC[C@@H](CC(=O)N[C@H](CO)Cc1ccccc1)C(=O)N[C@@H](C)COC(=O)[C@@H](CC=C)CC(=O)OC(C)(C)C	-2%	.	-60*	200%[activator]	.	-19%	-6%
48	COc1ccc(OC)c(CN2C(=O)c3ccccc3C2C(=O)NCC2CCCO2)c1 (stereo not drawn)	0%	-1%	?	-24%	3%	23%	3%
49	Cc1ccccc1C(=O)N1CCN(c2ccc(NC(=O)Cc3ccccc3)cc2)CC1	5%	0%	18	122%[activator]	0%	-20%	-16%
50	Fc1ccc(C2=CCN(C(c3cccs3)c3nnnn3CCc3ccccc3)CC2)cc1 (stereo not drawn)	-8%	10%	?	0%	-2%	?	6%
51	CCC1CCCCN1C(=O)c1ccc(OC2CCN(C(=O)COC)CC2)cc1 (stereo not drawn)	-1%	1%	-19	52%	0%	0%	-6%
52	O=C(Nc1ccc(F)cc1)c1nc(SCc2ccccc2F)ncc1Cl	7%	.	?	.	-3%	.	.
53	Cc1c(C(=O)NCC2CCCO2)oc2ccc(S(=O)(=O)N3CCCC3)cc12 (stereo not drawn)	0%	1%	78	8%	-14%	0%&-14%	21%
54	O=C1[C@H](Cc2ccccc2)NCC=CC[C@H](c2ccco2)N1Cc1ccccc1	-6%	.	-31	.	.	?	15%
55	CCc1nnc(NC(=O)CSc2nnc(C3CC3)n2C)s1	5%	-1%	3	-12%	6%	29%	18%
56	NC(=O)c1ccc(N)nc1	6%	.	-22	.	.	8%	3%

# Source: PubChem BioAssay
